Compound activity: PubChem, several laboratories
NOD2-RIPK2 inh – NOD2-RIPK2 protein interaction inhibition | O43353 | CHO BLA complementation NOD2-RIPK2, CCF4 ratio | inhibition, % at 4.98 µM | 360,000 tested, 0.38% active; in the data active = inhibition above about 21%;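 note: 0% = vehicle only and 100% = reference blocker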
NCOA3 inh – inhibitors of human steroid receptor coactivator 3 (SRC3); HEK293 GAL4-SRC3 luciferase reporter, luminescence; inhibition, % at 3.6 µM; 360,000 tested, 0.17% active; AID 588352;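 active = inhibition above a per-campaign cutoff, the mean of all compounds plus 3 SD, cut at about 60% in these data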;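 note: 0% = DMSO-treated cells and 100% = gossypol-treated cells at 36 µM; higher means less SRC3-driven luciferase light from the GAL4 reporter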
TRAIL sens C8 – caspase-8 TRAIL sensitization | 360,000 tested, 1% active | inhibition (viability loss, TRAIL sensitization), % at 10 µM | AID 624354 | NB7+C8 cells + TRAIL, ATPlite viability luminescence;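 active = compounds causing at least 50% loss of cell viability in the single-dose screen, relative to plate controls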
Vif inh – HIV Vif inhibition | HEK293T cells, Vif self-association by quenched fluorescence, imaging, 24 h | inhibition, % at 7.49 µM | 340,000 tested, 0.35% active; in the data active = inhibition above about 50%, passing the limit was not always enough; inconclusive = no clear call, values can overlap the other calls; inactive = below about 31%; note: some results filed as inactive read as strong as hits
TLR9-MyD88 block – blocks human TLR9 binding to MyD88; inhibition, % at 4.98 µM; Q9NR96+Q99836; 340,000 tested, 0.21% active; CHO BLA complementation TLR9-MyD88, CCF4 FRET ratio; AID 504734;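 active = inhibition above the mean over all tested compounds plus 3 SD, cut at about 21% in these data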;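 note: 0% = DMSO only wells and 100% = clavulanate BLA inhibitor control wells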
SRC2 inh – inhibits human steroid receptor coactivator 2 | inhibition, % at 9 µM | 370,000 tested, 0.17% active | Q15596 | HEK293 GAL4-SRC2 luciferase reporter, luminescence | AID 651957;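 active = inhibition above the mean inhibition of all tested compounds plus 3 SD, set per campaign, cut at about 52% in these data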;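 note: 0% = DMSO treated cells and 100% = cells given Gossypol at 36 µM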
Target sequence (Q15596 whole entry, looked up, the tested form may be a part): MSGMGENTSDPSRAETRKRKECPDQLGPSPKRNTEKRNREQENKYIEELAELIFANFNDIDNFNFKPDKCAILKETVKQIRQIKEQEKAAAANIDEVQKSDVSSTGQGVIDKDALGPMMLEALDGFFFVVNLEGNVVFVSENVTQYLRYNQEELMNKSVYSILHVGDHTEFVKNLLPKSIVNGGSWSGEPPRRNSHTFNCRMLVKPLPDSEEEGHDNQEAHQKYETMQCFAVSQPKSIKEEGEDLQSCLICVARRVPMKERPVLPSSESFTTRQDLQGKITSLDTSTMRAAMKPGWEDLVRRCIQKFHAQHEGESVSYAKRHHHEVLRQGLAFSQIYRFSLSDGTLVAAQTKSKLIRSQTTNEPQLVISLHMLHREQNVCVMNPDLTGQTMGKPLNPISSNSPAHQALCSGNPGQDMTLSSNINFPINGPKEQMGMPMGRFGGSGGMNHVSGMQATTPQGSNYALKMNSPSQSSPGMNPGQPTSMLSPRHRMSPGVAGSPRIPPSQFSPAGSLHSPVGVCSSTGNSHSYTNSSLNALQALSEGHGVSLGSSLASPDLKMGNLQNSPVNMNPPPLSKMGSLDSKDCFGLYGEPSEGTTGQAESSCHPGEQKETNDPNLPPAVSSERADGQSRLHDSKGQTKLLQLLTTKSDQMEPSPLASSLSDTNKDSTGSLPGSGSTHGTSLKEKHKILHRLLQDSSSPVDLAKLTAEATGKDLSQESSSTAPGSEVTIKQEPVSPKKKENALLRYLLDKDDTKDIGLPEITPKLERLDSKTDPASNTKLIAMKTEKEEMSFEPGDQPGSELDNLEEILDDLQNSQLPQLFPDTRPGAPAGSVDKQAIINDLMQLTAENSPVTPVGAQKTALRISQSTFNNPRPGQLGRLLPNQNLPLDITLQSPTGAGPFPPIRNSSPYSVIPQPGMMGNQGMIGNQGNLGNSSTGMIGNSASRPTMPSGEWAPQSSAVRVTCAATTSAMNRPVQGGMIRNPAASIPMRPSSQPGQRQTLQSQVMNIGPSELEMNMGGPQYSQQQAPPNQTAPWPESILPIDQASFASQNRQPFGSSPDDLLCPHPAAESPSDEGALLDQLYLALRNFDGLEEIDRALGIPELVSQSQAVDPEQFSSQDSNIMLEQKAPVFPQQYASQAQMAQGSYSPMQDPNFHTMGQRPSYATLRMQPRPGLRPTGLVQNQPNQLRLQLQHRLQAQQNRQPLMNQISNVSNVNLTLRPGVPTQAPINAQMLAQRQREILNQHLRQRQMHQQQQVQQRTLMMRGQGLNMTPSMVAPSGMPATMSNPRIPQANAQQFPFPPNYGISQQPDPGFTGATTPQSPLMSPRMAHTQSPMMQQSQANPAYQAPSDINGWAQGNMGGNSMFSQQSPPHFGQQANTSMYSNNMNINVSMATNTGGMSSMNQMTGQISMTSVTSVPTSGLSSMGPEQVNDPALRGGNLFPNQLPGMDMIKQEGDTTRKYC
COUP-TFII inh – inhibitors of human COUP-TFII (NR2F2) | 370,000 tested, 0.7% active | P24468 | inhibition, % at 8.6 µM | HEK293T NGFI-A luciferase reporter, luminescence | AID 686940;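 active = inhibition above a per-plate cutoff, mean inhibition of test wells between control levels plus 3 SD, cut at about 38% in these data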;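 note: cells cotransfected with COUP-TFII expression vector driving the NGFI-A reporter; 0% = median of COUP-TF2 test wells and 100% = reporter-only cells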
NR5A2 inv ag – NR5A2 inverse agonism in reporter assay. HEK293T StAR-luciferase reporter, LRH-1 transfected, 24 h. inhibition, % at 3.6 µM. 360,000 tested, 0.13% active. AID 602396;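 active = inhibition above the mean inhibition of all tested compounds plus 3 SD, cut at about 73% in these data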;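 note: 0% = DMSO wells and 100% = reporter-only cells lacking LRH-1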
LMP1 NFkB inh – reduces LMP1-driven NF-kappaB luciferase signal | LMP1-induced NF-kappaB luciferase reporter cells, luminescence | inhibition, % at 12.5 µM | 350,000 tested, 0.69% active | AID 504558; in the data active = inhibition above about 41%; inconclusive = no clear call, values can overlap the other calls;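 note: 0% = neutral control wells and 100% = reference inhibitor control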
SRC1 inh – inhibits human SRC1 coactivator. HEK293 GAL4-SRC1 luciferase reporter, luminescence. Q15788. AID 588354. 360,000 tested, 0.12% active. inhibition, % at 3.6 µM;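 active = inhibition above the campaign mean plus 3 SD, with each screening campaign given its own cutoff, cut at about 60% in these data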;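 note: 0% = DMSO treated cells and 100% = gossypol at 36 µM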
TROY signal inh – TROY signaling inhibition. Q293 LMP1-TROYcd NF-kB luciferase reporter, 4 h. 360,000 tested, 0.98% active. inhibition, % at 10 µM. AID 1347056;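 active = compounds whose plate-normalised and pattern-corrected inhibition of the luciferase reporter signal at the single screening dose is 50% or more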
* hit, by the source's call; ? = inconclusive; / = not tested or not shown. An excerpt, so the mix of outcomes need not match the whole.

SMILES	NOD2-RIPK2 inh	NCOA3 inh	TRAIL sens C8	Vif inh	TLR9-MyD88 block	SRC2 inh	COUP-TFII inh	NR5A2 inv ag	LMP1 NFkB inh	SRC1 inh	TROY signal inh
O=C(O)CCCCCNS(=O)(=O)c1ccc2c(c1)OCCO2	-2	12	-6	-3	-5	9	2	-5	-3	3	7
CCOC(=O)c1c(NC(=O)CSc2nnc(C)s2)sc2c1CCN(C)C2	-7	-1	-16	/	-3	-1	-5	-14	4	-7	4
Brc1cccc(-c2nc3c4ccccc4ccn3c2Cc2ccsc2)c1	4	-15	34	/	/	-36	-37	-17	/	-25	-48
Cn1nccc1NC(=O)c1nccnc1C(=O)O	-9	8	-19	1	8	-47	16	-15	4	-13	8
CC(NC(=O)CN1CCN(c2cccc(Cl)c2)CC1)c1ccccc1 (stereo unspecified)	7	8	-6	3	-10	12	-4	4	-4	0	-6
CCc1ccccc1N1CCN(S(=O)(=O)c2ccc(F)c(C)c2)CC1	-4	-11	15	-4	-2	-9	7	6	8	6	3
Cc1ccc(NC(=O)NC2CC(=O)N(c3ccc4c(c3)OCCO4)C2)c(C)c1 (stereo unspecified)	-5	7	-14	-6	-5	-4	-2	3	2	12	-8
O=c1c(-c2ccco2)[n+]([O-])c2ccccc2n1OCc1ccccc1[N+](=O)[O-]	0	-6	-8	-11	0	-35	-10	12	3	0	-14
CCN1CCN(CCCNC(=O)C2CCCN(c3nc4c(C)cc(C)cc4s3)C2)CC1 (stereo unspecified)	-3	-19	16	-6	-3	3	-1	4	-49	-18	-25
COc1ccccc1CNC(=O)[C@@H]1CCCN1S(=O)(=O)c1ccc(C)cc1	-13	17	-9	-2	-21	-4	3	8	7	-11	13
Cc1cc(C)nc(/N=C(\N)Nc2ccccc2-c2ccccc2)n1	-2	34	10	-1	-6	23	12	7	-4	-13	24
COc1ccc(N(Cc2ccccc2)C(=O)c2ccccc2[N+](=O)[O-])cc1	-8	14	2	-13	-2	/	/	7	-7	-21	5
c1ccc(-c2[nH]ncc2-c2nc3ccccc3[nH]2)cc1	-5	-6	-10	-1	8	6	2	6	-2	-4	-14
COC(=O)[C@@]12CCCCN1[C@H](c1ccc(-c3cccc(Cl)c3)c(OC)c1)[C@@H]1C(=O)N(C)C(=O)[C@@H]12	-11	9	13	-1	-7	-2	13	4	9	-14	11
CCCCN(Cc1ccco1)C(=O)C1CCCN(c2ncnc3c2nc2n3CCCCC2)C1 (stereo unspecified)	7	10	5	-9	-11	15	20	-19	14	14	29
Cc1[nH]c2ccc(C(=O)N3CCN(C)CC3)cc2c1C	-10	-48	-4	0	-42	-7	-10	-16	-9	-32	-45
O=C(Nc1c2c(nc3ccccc13)CCCC2)c1cccc([N+](=O)[O-])c1	-2	20	12	22	-5	2	1	-4	1	-4	-4
CCCNC(=O)Nc1ccc2c(c1)nc(C)n2C	-13	-12	12	/	-6	-31	-11	-29	-3	-42	-26
Cc1ccc(-c2nn3c(-c4ccccc4)nnc3o2)cc1	0	-9	14	-5	1	-8	-18	-10	-2	-26	-61
C=CCNC(=O)c1cc(-c2cccnc2)nc2ccccc12	-10	4	9	-9	4	-20	3	9	-2	-14	-5
CC(=O)Nc1ccc(S(=O)(=O)NCc2nc(-c3ccccc3)no2)cc1	-18	-9	-3	14	2	4	14	9	-1	2	-5
C[C@@H]1CN([C@H](C)CO)C(=O)c2cc(NC(=O)c3ccncc3)ccc2O[C@@H]1CN(C)C(=O)Nc1ccccc1	0	8	-11	1	-3	-2	0	-12	-5	8	3
Cn1c(=O)c2c(SCc3cccc(C(F)(F)F)c3)nc(-c3ccco3)nc2n(C)c1=O	-4	-6	2	17	1	11	-12	7	-1	-3	8
CC12CCC(=O)N1C(C(=O)Nc1nc3ccc(S(C)(=O)=O)cc3s1)CS2 (stereo unspecified)	-10	-1	-14	6	-8	-1	-8	9	-7	-30	9
COc1ccc(CCn2c(-c3ccc(Cl)cc3)n[nH]c2=S)cc1OC	2	11	-7	0	9	-19	-10	-15	-8	5	4
Cc1ccc(CNC(=O)CN2c3cccc4cccc(c34)S2(=O)=O)cc1	-10	-2	-4	-2	2	5	8	9	-10	-1	6
COc1ccc(CC(=O)NCCc2cnc[nH]2)cc1	-20	-4	-3	9	-6	7	-5	5	3	-10	-18
O=C(Nc1ccccc1)Nc1nccs1	-7	-11	-20	-2	-12	-25	-15	-7	-5	-21	-53
CCc1nc2ccc(C(=O)NCc3ccc4c(c3)OCO4)cn2c1N(C)CCC(C)C	-4	1	-5	-5	/	15	4	-4	/	6	20
Cc1cc(Nc2ccc(Br)c(C)c2)n2nc(C)nc2n1	-9	5	-11	-7	-2	0	-27	2	-8	-10	1
Cc1cccc(C(=O)NCCN2CCOCC2)c1[N+](=O)[O-]	-3	3	-10	0	-1	-4	3	-8	-4	-19	8
C=CCSc1nsc(N)n1	-10	-4	2	4	-3	-8	-5	-7	9	-10	-16
O=C(CSc1nnc(NC(=O)Cc2ccc(F)cc2)s1)NCc1ccco1	2	14	7	13	8	7	3	2	-3	7	-6
CCc1nc2c(c(=O)[nH]1)C1(CCCC1)Cc1ccccc1-2	0	-24	-7	-5	-2	6	-26	6	-12	1	0
CC1CCN(S(=O)(=O)c2ccc(C(=O)Nc3nnc(C4CC4)o3)cc2)CC1	-8	-4	18	-3	8	13	-28	-2	8	-4	1
O=C1CCC(=O)N1OCCCOc1ccc(Br)cc1Cl	-1	7	-9	-6	6	14	9	-1	-5	-11	-28
Cc1ccccc1NC(=S)NNC(=O)c1cccnc1	-4	1	-1	-3	-4	-9	-2	9	2	-5	2
CCNC(=O)C(C)NC(=O)C1=NN(c2ccccc2)C(=O)CC1 (stereo unspecified)	9	-5	0	30	5	-13	0	13	-3	9	-4
C=CCn1c(SCC(=O)N(C)C2CCS(=O)(=O)C2)nnc1-c1ccncc1 (stereo unspecified)	-3	0	-18	1	1	-8	4	-5	1	-16	-3
CCCCOC1NC(=O)NC(=O)C1(F)C(=O)OCC (stereo unspecified)	-3	16	-5	/	/	12	3	-26	/	11	7
O=c1[nH]c(CSc2nc3ccccc3[nH]2)nc2c1cnn2-c1ccccc1	-2	20	26	-15	-9	9	26	16	-5	0	46
CCc1c(C)nc2ncnn2c1N1CCC(C(=O)Nc2cccc(C(C)=O)c2)CC1	-1	14	9	-13	-1	16	10	3	7	2	5
O=c1c2ccccc2oc2nc(-c3ccco3)n(-c3ccccc3)c(=O)c12	-14	3	-3	-14	-4	7	-6	-5	4	-13	-18
O=C(Nc1ccc(F)c(Cl)c1)Nc1cnccn1	3	-2	-1	/	0	-6	14	0	0	5	-12
CC(C)c1nc(N2CCOCC2)c(C#N)c2c1COC(C)(C)C2	2	14	-8	33	-6	4	7	-10	-6	-9	-14
O=C(c1ccsc1)N1CCCC(Nc2cccc(F)c2)C1 (stereo unspecified)	2	-4	-17	5	-1	-4	5	0	-6	-12	-2
Cc1ccc(C(=O)Nc2ccc(Oc3ccc(C(=O)O)c(C(=O)O)c3)cc2)cc1C	-3	-3	15	16	4	-4	-7	-2	1	1	5
Cc1c(Cl)cccc1NC(=O)CSC(C)c1nc2ccccc2c(=O)[nH]1 (stereo unspecified)	-4	-23	-1	-8	-6	-8	-11	1	4	-2	-4
CCC(C)NC(=O)CCS(=O)(=O)c1ccc(Br)s1 (stereo unspecified)	4	6	-13	?	9	-27	-8	2	5	-17	-18
O=C(NCc1ccco1)C1CCCN1C(=O)Nc1ccccc1Cl (stereo unspecified)	5	-8	-3	4	-5	9	-6	-4	4	3	4
Later entries
SMILES	NOD2-RIPK2 inh	NCOA3 inh	TRAIL sens C8	Vif inh	TLR9-MyD88 block	SRC2 inh	COUP-TFII inh	NR5A2 inv ag	LMP1 NFkB inh	SRC1 inh	TROY signal inh
COc1cccc(/C=C/C(=O)OCC(=O)Nc2ccc3c(c2)OCCO3)c1	1	3	-13	/	-4	0	2	-15	-1	-7	8
COc1ccc(Nc2nc(CC(C)=O)ns2)cc1	-6	-60	-3	-13	4	-24	-24	-85	-18	-61	-9
CC(C)CCn1c(S(=O)(=O)O)nc2ccccc21	0	-4	0	-3	0	-8	5	8	6	3	14
COc1cc(/C=C2\CCc3ccccc3C2=O)cc(OC)c1OC	-1	22	5	-18	-3	-37	-22	-23	1	-10	-26
Cc1nn(-c2ccc(F)cc2)c(C)c1CN1CCN(CCC(C)C)C(CCO)C1 (stereo unspecified)	3	28	18	-2	0	27	-27	-7	-1	-61	3
COC(=O)c1ccc(NC(=O)Cn2c([N+](=O)[O-])cnc2C)cc1	-8	-24	-17	-1	8	-1	18	18	-12	2	-3
COc1ccc([N+](=O)[O-])cc1NC(=O)C1C2C=CC(C2)C1C(=O)O (stereo unspecified)	-9	-20	-11	8	3	-13	3	4	-15	5	-9
Cc1cc(=O)oc2cc3c(cc12)OCCN3	-14	-32	1	/	-27	-9	-16	5	1	-11	5
COc1ccccc1S(=O)(=O)NCc1ccc(C(=O)N(C)Cc2ccc(F)cc2)cc1	2	27	3	-5	6	8	10	15	-6	18	-1
CC1(C(=O)NS(=O)(=O)c2cccc(F)c2)CCN1C(=O)CC1CCCCC1 (stereo unspecified)	8	4	-8	3	/	-20	-13	9	/	6	0

Next part; the last two above are carried over.
SMILES	NOD2-RIPK2 inh	NCOA3 inh	TRAIL sens C8	Vif inh	TLR9-MyD88 block	SRC2 inh	COUP-TFII inh	NR5A2 inv ag	LMP1 NFkB inh	SRC1 inh	TROY signal inh
COc1ccccc1S(=O)(=O)NCc1ccc(C(=O)N(C)Cc2ccc(F)cc2)cc1	2	27	3	-5	6	8	10	15	-6	18	-1
CC1(C(=O)NS(=O)(=O)c2cccc(F)c2)CCN1C(=O)CC1CCCCC1 (stereo unspecified)	8	4	-8	3	/	-20	-13	9	/	6	0
C[C@H](CO)N1C[C@H](C)[C@@H](CN(C)Cc2ccc(Oc3ccccc3)cc2)Oc2c(NC(=O)c3ccncc3)cccc2C1=O	0	-8	-2	-11	-7	8	21	4	10	4	-3
CCOC(=O)C1=C(C)OC(N)=C(C#N)C1c1cc(Cl)c(OCC(N)=O)c(OC)c1 (stereo unspecified)	5	8	-11	6	0	10	-2	-5	-6	11	7
Cc1cc(N2CCc3ccccc32)n2ncnc2n1	5	7	-17	-10	-7	7	-29	3	3	8	11
O=C(/C=C/c1cccs1)NC(=S)Nc1ccc(S(=O)(=O)Nc2ccccc2C(F)(F)F)cc1	-4	25	15	-18	4	-22	11	5	4	10	52*
CN(C)c1ccc(CN(C(=O)c2ccc(Cl)c([N+](=O)[O-])c2)C2CCS(=O)(=O)C2)cc1 (stereo unspecified)	9	12	43	0	2	-9	5	10	5	13	-14
COc1ccc(NC(=O)C2(C)CCCN(C(C)C)C2)cc1F (stereo unspecified)	4	-20	7	3	/	-33	-6	-13	/	-3	-11
O=[N+]([O-])c1ccccc1CS(=O)(=O)c1ccccc1	-11	-30	0	0	2	-23	-4	4	-6	9	-2
O=C(c1cccc(Cl)c1)N1CCCC(C(=O)N2CCCCCC2)C1 (stereo unspecified)	-4	8	-9	7	-10	-9	0	-2	-25	10	5
N#Cc1cccc2c1-c1ccccc1/C2=N/NC(N)=O	4	17	11	-3	4	/	/	43	-15	22	-24
CCCc1cnc(N2CCN(C(=O)c3ccccc3)CC2)nc1	-5	-9	-1	/	-3	10	14	5	7	-2	18
